EBI2 antag = EBI2 receptor antagonists, beta-arrestin recruitment, primary screen, cell-based, luminescence, 7a,25-OHC stimulation, uHTS | inhibition, % at 5 µM | 7a,25-OHC stimulated | 360,000 compounds, 0.81% hits | G-protein coupled receptor 183 (Homo sapiens), P32249; in the data active = inhibition above about 38%;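 also: enzyme fragment complementation signal reports receptor beta-arrestin coupling in cells; 0% = agonist plus DMSO wells and 100% = wells without agonist; some results beyond the cut were filed as inactive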
Jurkat NFkB inh = inhibitors of induced NF-kB luciferase reporter, primary screen, TCR NF-kB activation inhibitor project, cell-based, luminescence, uHTS; inhibition, % at 4 µM; Jurkat, PMA/ionomycin-induced NF-kB luciferase reporter; 330,000 compounds, 0.53% hits; AID 435003, 2010; in the data active = inhibition above about 50%
Gli-Sufu block = Gli-Sufu pathway antagonists, primary screen, luciferase luminescence, Sufu-KO-LIGHT cells, uHTS | Sufu-KO-LIGHT fibroblasts, Gli luciferase reporter luminescence | inhibition, % at 5 µM | 340,000 compounds, 0.74% hits | AID 588413, 2011;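 active = inhibition above about 55%, limit read from the data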;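 also: 0% = DMSO-treated cells and 100% = wells with medium but no cells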
APJ antag = antagonists of human apelin receptor APJ, primary screen, CHO-K1 cells, beta-arrestin complementation, luminescence. P35414. inhibition, % at 20 µM. 330,000 compounds, 0.32% hits. AID 2521, 2010;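 active = inhibition above about 40% at 20 µM, limit read from the data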;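 also: cells challenged with 10 nM apelin-13 agonist together with compound; plate controls were apelin-13 plus DMSO wells for no effect and DMSO wells lacking apelin-13 for full effect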
CCR6 antagonist = CCR6 receptor antagonists, primary screen, cell-based, CHO-K1, luminescence, beta-arrestin, uHTS. C-C chemokine receptor type 6 (Homo sapiens), P51684. CHO-K1 CCR6 PathHunter beta-arrestin, CCL20-stimulated. inhibition, % at 20 µM. 340,000 compounds, 0.49% hits. AID 493098, 2011;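 active = compounds whose inhibition of the agonist-driven luminescence signal at 20 µM reaches about 50%, limit read from the data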;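 also: cells stimulated with CCL20 at 14 nM final; plate controls were DMSO with CCL20 for no effect and DMSO without agonist for full effect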
Target sequence (P51684 whole entry, looked up): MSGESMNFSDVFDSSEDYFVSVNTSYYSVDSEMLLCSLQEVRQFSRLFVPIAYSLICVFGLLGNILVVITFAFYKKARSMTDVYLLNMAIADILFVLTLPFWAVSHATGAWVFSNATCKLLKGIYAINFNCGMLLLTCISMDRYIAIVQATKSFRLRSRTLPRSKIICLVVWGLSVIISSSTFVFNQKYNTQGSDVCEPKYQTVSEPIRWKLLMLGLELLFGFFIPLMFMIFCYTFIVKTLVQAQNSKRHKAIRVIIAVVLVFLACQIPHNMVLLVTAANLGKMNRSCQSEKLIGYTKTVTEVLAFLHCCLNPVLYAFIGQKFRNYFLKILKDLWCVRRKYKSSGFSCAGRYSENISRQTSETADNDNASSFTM
UBC13 polyUb = UBC13 polyubiquitin chain formation inhibitors, primary screen, biochemical, TR-FRET, uHTS | inhibition, % at 20 µM | 330,000 compounds, 0.47% hits | AID 485273, 2010; in the data active = inhibition above about 45%, passing the limit was not always enough
Target sequence (P61088 whole entry, looked up): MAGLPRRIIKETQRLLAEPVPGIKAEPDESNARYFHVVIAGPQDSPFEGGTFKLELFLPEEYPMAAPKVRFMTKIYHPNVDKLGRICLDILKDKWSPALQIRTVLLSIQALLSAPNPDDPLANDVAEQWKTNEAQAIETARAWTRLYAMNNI
697 NFkB inh = inhibitors of PMA/ionomycin-induced NF-kB reporter, 697 cells, primary screen, B-cell NF-kB inhibitor project, cell-based, luminescence, uHTS. 697 B-cell NF-kB luciferase reporter, 16 h. inhibition, % at 4 µM. 330,000 compounds, 0.33% hits. AID 435022, 2010; in the data active = inhibition above about 35%
CXCR6 block = CXCR6 receptor inhibitors, primary screen, cell-based, beta-arrestin, luminescence, CHO-K1 PathHunter, 1536-well; inhibition, % at 20 µM; 360,000 compounds, 0.36% hits; AID 602244, 2012; in the data active = inhibition above about 34%, passing the limit was not always enough;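 also: antagonist mode with CXCL16 agonist at 10 nM final; 0% = 10 nM CXCL16 with DMSO and 100% = unstimulated wells without agonist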
Target sequence (O00574 whole entry, looked up): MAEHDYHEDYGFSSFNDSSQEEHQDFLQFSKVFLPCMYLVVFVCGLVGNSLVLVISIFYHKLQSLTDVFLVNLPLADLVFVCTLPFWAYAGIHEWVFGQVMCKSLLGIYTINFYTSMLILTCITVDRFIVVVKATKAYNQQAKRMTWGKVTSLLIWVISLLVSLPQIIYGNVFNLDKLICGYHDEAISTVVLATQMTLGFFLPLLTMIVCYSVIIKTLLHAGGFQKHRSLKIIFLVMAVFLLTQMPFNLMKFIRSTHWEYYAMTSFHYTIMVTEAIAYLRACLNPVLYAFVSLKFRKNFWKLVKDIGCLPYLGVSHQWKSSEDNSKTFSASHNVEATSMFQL
* hit, by the source's call.

SMILES	EBI2 antag	Jurkat NFkB inh	Gli-Sufu block	APJ antag	CCR6 antagonist	UBC13 polyUb	697 NFkB inh	CXCR6 block
COC(=O)c1cc(NC(=O)c2cccs2)ccc1N1CCOCC1	-10	-19	25	-8	-15	-19	-2	2
Cc1cc(C)n(-c2ccc(Cl)c(C(=O)Nc3ccc(OC(F)(F)F)cc3)n2)n1	-5	18	1	-6	-1	4	-1	-3
Cc1ccc(-c2nc3sc(C#N)c(N)n3c(=O)c2C#N)cc1	12	-7	-3	17	5	-29	-19	2
CC(C)NC(=O)CN(CCc1ccccc1)S(C)(=O)=O	-8	-4	3	-3	1	-2	15	3
CCN1CCN(C(=O)CCCCCn2c(=O)[nH]c3cc(C(=O)OC)ccc3c2=O)CC1	2	-1	6	7	-4	13	-2	1
OC(COC(c1ccccc1)c1ccccc1)CN1CCN(c2ccccn2)CC1 (stereo unspecified)	-5	-10	6	9	15	-7	-17	1
CC(C)CC(=O)Nc1cccc(C(=O)Nc2ccccc2C(=O)O)c1	-10	3	-1	-15	2	2	20	-2
O=C(NCc1nnc(SC/C=C/c2ccccc2)o1)c1ccco1	2	3	-4	6	-6	8	-9	-4
COc1ccc(S(=O)(=O)N2CCN(C(=O)COc3ccc(C)c(C)c3)CC2)cc1OC	77*	2	4	-7	3	-7	-12	6
C/C(=N\NC(=O)COc1ccc(C)cc1[N+](=O)[O-])c1cccs1	-11	-15	-14	-3	-4	5	-18	-2
O=C(O)COc1ccc(C(=O)Cc2ccc3c(c2)OCCCO3)c(O)c1	-5	-5	1	-3	-7	-1	8	5
COC(=O)C1N[C@@H]([C@@H](NC(=O)COc2ccccc2)C(=O)NCc2ccccc2)SC1(C)C (stereo partly specified)	2	7	-4	9	4	4	-18	1
CC(C)c1ccc(NC2CCCN(C(=O)c3cnsn3)C2)cc1 (stereo unspecified)	-16	9	0	2	8	10	-5	-11
OCCN(Cc1ccccc1)C(=S)Nc1ccc(F)cc1	-5	-16	5	-6	-2	1	4	-1
CCCCCCNC(=O)CCCCCNS(=O)(=O)c1ccc(OC)cc1	-11	4	-3	1	2	1	7	-1
Cc1ccc(OCc2cc(C(=O)NCc3ccc(OC(F)(F)F)cc3)no2)cn1	13	15	3	1	4	-2	-20	-10
Cn1cc(C(=O)c2ccc(Cl)cc2Cl)cc1C=O	8	30	1	11	3	2	3	2
CCCn1nnc(NC(=O)/C=C/c2ccco2)n1	-1	2	0	-3	-1	-4	5	2
COc1ccc(N2CCN(C(=O)c3c(-c4c(F)cccc4Cl)noc3C)CC2)cc1	9	25	-4	-19	8	9	12	-1
CC(C)c1ccc(N(CC(=O)NN=C2CCN(C)CC2)S(=O)(=O)c2ccccc2)cc1	-6	11	0	-6	-5	7	18	-4
CCOC(=O)c1c(C)[nH]c(C(=O)OCC(=O)NCc2ccccc2)c1C	8	-4	-4	1	6	0	5	-11
O=C1N(Cc2cccnc2)C[C@@H]2C[C@@H](c3cccc(C(F)(F)F)c3)N3CCC[C@@]123	4	15	10	-2	-10	0	0	8
CCOc1ccccc1CNn1cnnc1	-6	6	0	3	1	4	22	-15
Cc1ccc(C(=O)NCc2nc3ccccc3[nH]2)o1	8	5	-2	4	-2	9	-2	0
CCN(c1ccccc1)S(=O)(=O)c1cccc(C(=O)O)c1	2	5	3	3	8	-4	6	0

5 structures from above, arranged by molar mass, highest first:
SMILES	EBI2 antag	Jurkat NFkB inh	Gli-Sufu block	APJ antag	CCR6 antagonist	UBC13 polyUb	697 NFkB inh	CXCR6 block
CC(C)c1ccc(N(CC(=O)NN=C2CCN(C)CC2)S(=O)(=O)c2ccccc2)cc1	-6	11	0	-6	-5	7	18	-4
OC(COC(c1ccccc1)c1ccccc1)CN1CCN(c2ccccn2)CC1 (stereo unspecified)	-5	-10	6	9	15	-7	-17	1
COC(=O)c1cc(NC(=O)c2cccs2)ccc1N1CCOCC1	-10	-19	25	-8	-15	-19	-2	2
CC(C)CC(=O)Nc1cccc(C(=O)Nc2ccccc2C(=O)O)c1	-10	3	-1	-15	2	2	20	-2
CCN(c1ccccc1)S(=O)(=O)c1cccc(C(=O)O)c1	2	5	3	3	8	-4	6	0

The listing continues:
SMILES	EBI2 antag	Jurkat NFkB inh	Gli-Sufu block	APJ antag	CCR6 antagonist	UBC13 polyUb	697 NFkB inh	CXCR6 block
O=C(CSc1nc2cc(S(=O)(=O)N3CCOCC3)ccc2o1)NC1CCCc2ccccc21 (stereo unspecified)	4	-13	7	7	9	-4	-11	0
CCOc1ccccc1NC(=O)Nc1cccc(NC(C)=O)c1	-5	11	-1	2	-2	15	-4	-6
Cc1ccc(NC(=O)CSc2n[nH]c(=O)n2C2CC2)cc1S(=O)(=O)N1CCOCC1	-5	8	4	-3	-4	0	15	-14
COc1ccc(N2CCN(C(=O)CSc3nnc4c(C)cc5ccc(C)c(C)c5n34)CC2)cc1	4	14	8	-7	-1	-18	15	10
Cc1ccc(C(=O)C2CCN(S(=O)(=O)c3c(C)noc3C)CC2)cc1	-1	-4	2	6	12	-7	-5	-5
C=CCOc1c(Cl)cc(CNc2ccc(N(C)C)cc2)cc1OC	12	5	46	-67	1	-10	-11	-8
CCOC(=O)C1(Cc2ccccc2C)CCCN(C(=O)c2sccc2C)C1 (stereo unspecified)	24	-32	-4	6	25	-5	-41	-6
COC(=O)c1cc(COC(=O)c2cccnc2SC)oc1C	6	0	-3	4	10	9	9	2
N#Cc1c(NCCCO)nc(NCc2ccccc2)c2c1CCN(Cc1ccccc1)C2	13	-26	7	-24	43	-37	-80	-12
Cc1nc(N)c(Cc2ccc(Cl)cc2Cl)c(N)n1	1	21	29	7	-11	23	-14	-3
Nc1cc(=O)[nH]c(SCC(=O)NCC2CCCO2)n1 (stereo unspecified)	0	-3	-1	-1	-3	-1	-19	-2
CC(C)CNC(=O)c1ccc(NC(=O)c2cccs2)cc1	-1	-28	-21	4	13	9	13	-6
Cc1ccc(S(=O)(=O)N2[C@@H](c3ccc(Br)cc3)C(C(=O)O)=C[C@H]2CC2CCCC2)cc1	12	-10	-6	-11	5	4	9	-5
Cc1ccc2cc(CCNC(=O)c3ccc(Br)o3)c(=O)[nH]c2c1	-10	-6	18	6	3	2	14	-7
COc1ccc(C(=O)Cn2cnc3ccc(Cl)cc3c2=O)cc1F	8	7	-10	-1	-8	4	0	-4
Cc1cc(NC(=O)CCC(=O)N(CC(=O)NC2CCCC2)Cc2ccc(F)cc2)no1	-7	-4	-1	13	1	-11	-13	-4
O=C1N=C(N2CCOCC2)S/C1=C/c1cc2c(cc1[N+](=O)[O-])OCO2	-9	3	-34	-3	4	-12	-109	12
Cn1nnc(NC(=O)c2cccc([N+](=O)[O-])c2)n1	6	-5	3	14	-5	7	3	8
Clc1cccc(C2Nc3cccc4cccc(c34)N2)c1	5	0	18	-36	14	26	-25	7
CC1CCC(N2CCN(S(=O)(=O)Cc3ccccc3)CC2)CC1 (stereo unspecified)	-4	8	8	2	-3	5	3	-9
CC(=O)N1CC(C)Sc2ccc(S(=O)(=O)NCc3ccc(Cl)cc3)cc21 (stereo unspecified)	-7	6	20	-1	-4	-1	-29	-12
CC1=C(C(=O)OCC2CCCO2)C(c2ccccc2)C2=C(CC(C)(C)CC2=O)N1 (stereo unspecified)	2	1	1	10	3	15	7	1
CCOCc1cnc(C)nc1NCC(=O)c1c(C)[nH]c2ccc(OC)cc12	3	8	3	14	6	8	5	4
Cc1cc(S(=O)(=O)N2c3ccc(F)cc3CCC2C)ccc1-n1cnnn1 (stereo unspecified)	2	12	-3	9	-1	7	-7	4
Cc1cccn2c(CN3CCCN(C=O)CC3)c(C(=O)N(C)CCc3ccccc3)nc12	-9	-8	-3	-2	-12	3	-2	-6
(further entries)
SMILES	EBI2 antag	Jurkat NFkB inh	Gli-Sufu block	APJ antag	CCR6 antagonist	UBC13 polyUb	697 NFkB inh	CXCR6 block
Oc1c(Br)cccc1/C=N/Nc1c(F)c(F)c(F)c(F)c1F	-18	2	17	-35	-16	5	-44	-9
CCOc1ccccc1NC(=O)COC(=O)C(CC(C)C)N1C(=O)C2CC=CCC2C1=O (stereo unspecified)	7	-12	-6	9	-3	1	-11	0
COc1cccc(CN(C(=O)c2ccco2)C(C(=O)NC2CCCC2)c2cccnc2)c1 (stereo unspecified)	-4	-4	6	-31	4	-3	-6	-2
COc1ccc(OCc2csc(N)n2)cc1	8	-45	-49	7	-4	1	7	-1
N#Cc1cc(Oc2ccc(Cl)cc2)c(N2CCOCC2)cc1C#N	8	13	-2	15	14	3	-36	3
CCOC(=O)c1c(C)[nH]c(C(=O)CSc2nnc(-c3ccncc3)n2CC)c1C	-5	-11	4	-31	15	2	-15	1

Record cards, from the list above. Screens in order: EBI2 antag | Jurkat NFkB inh | Gli-Sufu block | APJ antag | CCR6 antagonist | UBC13 polyUb | 697 NFkB inh | CXCR6 block
Listed for Cc1cccn2c(CN3CCCN(C=O)CC3)c(C(=O)N(C)CCc3ccccc3)nc12 = -9 | -8 | -3 | -2 | -12 | 3 | -2 | -6
Listed for CCOC(=O)c1c(C)[nH]c(C(=O)OCC(=O)NCc2ccccc2)c1C = 8 | -4 | -4 | 1 | 6 | 0 | 5 | -11
Listed for O=C(NCc1nnc(SC/C=C/c2ccccc2)o1)c1ccco1 = 2 | 3 | -4 | 6 | -6 | 8 | -9 | -4
Listed for O=C1N=C(N2CCOCC2)S/C1=C/c1cc2c(cc1[N+](=O)[O-])OCO2 = -9 | 3 | -34 | -3 | 4 | -12 | -109 | 12
Listed for Clc1cccc(C2Nc3cccc4cccc(c34)N2)c1 = 5 | 0 | 18 | -36 | 14 | 26 | -25 | 7

High-throughput results as filed in PubChem BioAssay.

Random draw from the library; any-hit rate near 3%.
